# High-throughput results deposited in PubChem BioAssay by Broad Institute.
# STK33 kin inh: STK33 kinase inhibitors, primary screen, biochemical, luminescence, ADP-Glo, MBP substrate | 27,000 compounds, 0.44% hits | inhibition, % at 12.5 µM | AID 2322, 2010; in the data active = inhibition above about 20%
# Target sequence (Q9BYT3 whole entry, looked up): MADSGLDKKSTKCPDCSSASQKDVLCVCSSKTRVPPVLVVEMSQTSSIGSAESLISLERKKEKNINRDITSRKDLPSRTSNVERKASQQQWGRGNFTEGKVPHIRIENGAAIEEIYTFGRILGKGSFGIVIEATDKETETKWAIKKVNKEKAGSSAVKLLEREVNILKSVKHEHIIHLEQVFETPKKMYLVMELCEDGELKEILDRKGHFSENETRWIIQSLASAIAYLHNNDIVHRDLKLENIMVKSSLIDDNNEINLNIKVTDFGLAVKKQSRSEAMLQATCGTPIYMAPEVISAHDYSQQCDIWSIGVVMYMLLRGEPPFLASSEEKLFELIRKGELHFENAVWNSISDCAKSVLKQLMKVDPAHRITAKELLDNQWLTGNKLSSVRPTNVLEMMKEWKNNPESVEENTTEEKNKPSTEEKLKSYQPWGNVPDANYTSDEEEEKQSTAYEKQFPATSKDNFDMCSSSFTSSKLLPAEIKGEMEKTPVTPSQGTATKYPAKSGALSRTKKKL
# p53 PUMA act: mutant p53 pathway re-activators, primary screen, cell-based, SW480, luciferase, single point, HTS; SW480 PUMA-promoter luciferase, p53 mutant reactivation; activation, % at 9.98 µM; 28,000 compounds, 1.5% hits; in the data active = activation above about 52%
# Active calls of the source: *; . = not tested or not shown. An excerpt. The share of hits here may be higher or lower than overall.
SMILES,STK33 kin inh,p53 PUMA act
CCc1ccc2nc(N3C(=O)C(=O)C(C(=O)c4ccco4)C3c3cc(OC)ccc3OC)sc2c1 (configuration not stated),-2,-10
COc1ccc(I)cc1C(Nc1cc(C)ccn1)c1ccc2cccnc2c1O (configuration not stated),3,-70
COc1ccc(S(=O)(=O)Nc2ccc3c(c2)CC(=O)N([C@H](C)CO)C[C@@H](C)[C@@H](CN(C)Cc2ccccc2)O3)cc1,-1,.
C[C@H](CO)N1C[C@H](C)[C@@H](CN(C)Cc2ccccn2)Oc2ncc(C#CC3CC3)cc2C1=O,.,17
COc1ccc(NC(=O)N(C)C[C@@H]2Oc3ccc(NC(=O)C4CCCCC4)cc3CC(=O)N([C@H](C)CO)C[C@H]2C)cc1,1,.
C[C@H]1CN([C@@H](C)CO)C(=O)c2cc(NS(=O)(=O)c3ccc(Cl)cc3)ccc2O[C@@H]1CN(C)C(=O)Nc1cccc2ccccc12,-1,.
COc1ccc(S(=O)(=O)N(C)C[C@@H]2Oc3ccc(NS(=O)(=O)c4c(C)noc4C)cc3C(=O)N([C@@H](C)CO)C[C@@H]2C)cc1,-3,.
COc1cc(/C=C/C(=O)NCCSc2c[nH]c3ccccc23)cc(OC)c1OC,.,2
Cc1ccc(N2C(=O)c3ccccc3[C@](C)(C(=O)O)[C@@H]2c2ccc(CO)cc2)nc1,-3,.
COC(=O)/C(=C/c1ccccc1)c1ccccc1,1,.
Cc1noc(C)c1NC(=O)Nc1ccc2c(c1)C(=O)N([C@H](C)CO)C[C@H](C)[C@H](CN(C)Cc1ccc(C(=O)O)cc1)OCCCC[C@@H](C)O2,0,.
COc1ccc(S(=O)(=O)N(C)C[C@@H]2Oc3cc(-c4cccc(F)c4)ccc3S(=O)(=O)N([C@@H](C)CO)C[C@H]2C)cc1,.,-43
CSc1sc(C#N)c(C)c1C(=O)/C=C/N(C)C,1,.
C/C=C/[C@@H](CCn1cc(CCO)nn1)[Si](C)(C)c1ccc(OC)cc1,0,.
C[C@@H]1CN([C@H](C)CO)S(=O)(=O)c2ccc(C#Cc3cccc(F)c3)cc2O[C@H]1CN(C)S(=O)(=O)c1cn(C)cn1,.,-14
C[C@H](CO)N1C[C@H](C)[C@@H](CN(C)Cc2ccc3c(c2)OCCN3C)OCc2cnnn2CCCC1=O,0,2
Cc1ccc(-n2c(SCC(=O)Nc3ccc(F)c(F)c3)nnc2-c2ccc(Cl)cc2)cc1,2,-18
COc1ccc(-c2nnc(SCC(=O)Nc3cccc(C(F)(F)F)c3)n2-c2ccccc2)cc1,8,-61
C[C@@H]1CN([C@H](C)CO)C(=O)c2cc(NC(=O)Nc3ccc(C(F)(F)F)cc3)ccc2O[C@@H]1CN(C)C(=O)Nc1ccccc1,0,.
Cc1ccc(-n2c(SCC(=O)Nc3cccc(C)c3C)nc3ccccc3c2=O)cc1,-1,0
COc1ccc(S(=O)(=O)NCCOc2ccccc2)cc1OC,4,-4
O=C(NCc1ccccc1)[C@@]1(Cc2ccccc2)N=C(c2ccc(OCCCO)cc2)O[C@H]1c1ccccc1,1,.
Cc1noc(C)c1NC(=O)Nc1ccc2c(c1)C(=O)N([C@@H](C)CO)C[C@@H](C)[C@H](CN(C)C(=O)Nc1ccc3c(c1)OCO3)O2,2,.
Cc1[nH]c2ccccc2c1C(=O)CSc1ncn[nH]1,-1,5
COc1ccc(C(=O)CC2(O)C(=O)N(Cc3ccc(C)cc3)c3ccc(Cl)cc32)cc1[N+](=O)[O-] (configuration not stated),5,-20
C[C@H]1CN([C@@H](C)CO)C(=O)c2cc(NC(=O)Cc3ccccc3)ccc2O[C@H]1CN(C)C(=O)NC1CCCCC1,-1,7
CNC[C@H]1Oc2cc(C#CC3(O)CCCC3)ccc2S(=O)(=O)N([C@H](C)CO)C[C@H]1C,.,-1
C[C@@H]1CCCCO[C@@H](CN(C)C)[C@@H](C)CN([C@H](C)CO)C(=O)c2cc(NC(=O)C3CCCCC3)ccc2O1,-4,-2
C/C=C/C1=C(Cl)C(=O)[C@@H](O)[C@@]1(O)C(=O)OC,4,26
Cc1ccccc1OC(C)c1nc(-c2ccccn2)no1 (configuration not stated),-1,116*
CN1CCN(C(=O)C[C@@H]2C[C@@H]3c4cc(NC(=O)CC5CC5)ccc4O[C@@H]3[C@@H](CO)O2)CC1,.,11
COc1ccc(CN2C(=O)c3cccc4cccc(c34)C2=O)cc1S(=O)(=O)N1CCCCC1,-1,.
C[C@@H]1CN([C@@H](C)CO)C(=O)Cc2cc(NC(=O)C3CCCCC3)ccc2O[C@@H]1CN(C)S(=O)(=O)c1ccc(F)cc1,2,.
C[C@H](CO)N1C[C@H](C)[C@H](CN(C)S(=O)(=O)c2ccc(C#N)cc2)Oc2ncc(-c3cccc(C(F)(F)F)c3)cc2C1=O,1,.
Cc1cc(C(=O)Nc2cccc3c2O[C@H](CN(C)S(=O)(=O)c2cccs2)[C@@H](C)CN([C@@H](C)CO)C3=O)n(C)n1,.,-1
C[C@@H]1CN([C@H](C)CO)C(=O)CCCn2nncc2CO[C@H]1CN(C)S(=O)(=O)c1ccc(Oc2ccccc2)nc1,-2,.
CS(=O)(=O)N(CC(=O)Nc1ccccc1F)c1ccc(F)cc1,-1,-6
Cc1ccc(S(=O)(=O)NC(=O)COc2cccc3ccccc23)c(C)c1,-5,-17
C[C@@H]1CN([C@@H](C)CO)C(=O)Cc2cc(NC(=O)Nc3ccc(F)cc3)ccc2O[C@@H]1CN(C)S(=O)(=O)c1cccs1,1,-2
COc1ccc(S(=O)(=O)N(C)C[C@H]2Oc3ccc(NS(=O)(=O)c4c(C)noc4C)cc3CC(=O)N([C@H](C)CO)C[C@H]2C)cc1,-9,.
C[C@H](CO)N1C[C@H](C)[C@H](CN(C)CC2CCCCC2)Oc2ccc(NC(=O)Cn3cnnn3)cc2C1=O,0,.
COC(=O)c1ccc2c(=O)n(CCCN3CCOCC3)c(=S)[nH]c2c1,3,14
C[C@H](CO)N1C[C@H](C)[C@H](CN(C)Cc2ccc3c(c2)OCO3)Oc2c(NS(=O)(=O)c3cn(C)cn3)cccc2C1=O,.,8
C[C@@H]1CN([C@H](C)CO)C(=O)c2cc(NS(C)(=O)=O)ccc2O[C@@H](C)CCCCO[C@@H]1CN(C)S(=O)(=O)c1cccs1,.,-8
Cc1noc(C)c1NC(=O)N(C)C[C@H]1OCCCC[C@@H](C)Oc2ccc(NC(=O)C3CCCCC3)cc2C(=O)N([C@H](C)CO)C[C@@H]1C,-5,.
Cc1noc(C)c1NC(=O)Nc1ccc2c(c1)C(=O)N([C@@H](C)CO)C[C@H](C)[C@H](CN(C)C(=O)NC(C)C)OCCCC[C@H](C)O2,.,12
C[C@@H]1CN([C@@H](C)CO)C(=O)Cc2cc(NC(=O)Nc3ccccc3)ccc2O[C@@H]1CN(C)C(=O)NC1CCCCC1,3,1
CS(=O)(=O)N(CC(=O)Nc1ccccc1C(F)(F)F)c1cc(Cl)c(Cl)cc1Cl,-5,-2
C[C@H](CO)N1C[C@H](C)[C@H](CN(C)S(=O)(=O)c2ccccc2)Oc2ccc(NS(=O)(=O)c3ccc(F)cc3)cc2CC1=O,-5,.
C[C@H](CO)N1C[C@H](C)[C@@H](CN(C)Cc2ccncc2)OCc2cn(nn2)CCCC1=O,-4,2
# (next part)
SMILES,STK33 kin inh,p53 PUMA act
O=C(COc1cc(Cl)c(Cl)cc1Cl)Nc1ccccc1[N+](=O)[O-],0,0
Cc1onc(-c2ccccc2)c1-c1ccc(S(N)(=O)=O)cc1,6,.
C[C@@H]1CN([C@H](C)CO)C(=O)Cc2cc(NS(=O)(=O)c3ccccc3)ccc2O[C@H]1CN(C)C(=O)Nc1ccc(F)cc1,0,.
CCn1c(SCC(=O)Nc2cccc(OC)c2)nc2scc(-c3ccccc3)c2c1=O,0,-16
C[C@H](CO)N1C[C@H](C)[C@@H](CN(C)Cc2ccc(-c3ccccc3)cc2)Oc2ccc(NS(=O)(=O)c3ccccc3)cc2C1=O,1,.
COc1ccc(NC(=O)N(C)C[C@H]2Oc3ccc(NC(=O)Nc4c(C)noc4C)cc3CC(=O)N([C@@H](C)CO)C[C@H]2C)cc1,1,.
COCC#Cc1ccc2c(c1)O[C@@H](CN(C)S(=O)(=O)c1cccc(F)c1)[C@H](C)CN([C@H](C)CO)S2(=O)=O,.,-4
C[C@@H](O)C#Cc1ccc2c(c1)O[C@H](CN(C)Cc1ccccc1)[C@@H](C)CN([C@@H](C)CO)S2(=O)=O,.,-22
C[C@H]1CC[C@@H]2[C@@H](C(=O)c3c(O)c([C@]4(O)CC[C@@H](O)[C@H]5O[C@H]54)cn(O)c3=O)[C@@H](C)C=C[C@H]2C1,-5,.
CNC[C@H]1Oc2c(NC(=O)NC3CCCCC3)cccc2C(=O)N([C@@H](C)CO)C[C@H]1C,.,6

# Record cards, from the list above. Order of screens: STK33 kin inh | p53 PUMA act
# `CNC[C@H]1Oc2c(NC(=O)NC3CCCCC3)cccc2C(=O)N([C@@H](C)CO)C[C@H]1C` as listed: . | 6
# `Cc1onc(-c2ccccc2)c1-c1ccc(S(N)(=O)=O)cc1` as listed: 6 | .
# `C[C@@H](O)C#Cc1ccc2c(c1)O[C@H](CN(C)Cc1ccccc1)[C@@H](C)CN([C@@H](C)CO)S2(=O)=O` as listed: . | -22
# `CCn1c(SCC(=O)Nc2cccc(OC)c2)nc2scc(-c3ccccc3)c2c1=O` as listed: 0 | -16
# `COc1ccc(NC(=O)N(C)C[C@H]2Oc3ccc(NC(=O)Nc4c(C)noc4C)cc3CC(=O)N([C@@H](C)CO)C[C@H]2C)cc1` as listed: 1 | .

# Next part
SMILES,STK33 kin inh,p53 PUMA act
C[C@@H]1CN([C@H](C)CO)S(=O)(=O)c2ccc(C3=CCCCC3)cc2O[C@@H]1CN(C)S(=O)(=O)c1cn(C)cn1,.,-17
CCn1cc(C(C)NC(=O)Nc2ccccc2C(=O)OC)c(C)n1 (configuration not stated),-2,1
CC(C)NC(=O)N(C)C[C@H]1Oc2ncc(-c3cncnc3)cc2C(=O)N([C@@H](C)CO)C[C@@H]1C,.,9
Cc1ccc(S(=O)(=O)N(C)C[C@H]2OCCCC[C@@H](C)Oc3ccc(NS(=O)(=O)c4ccccc4)cc3C(=O)N([C@H](C)CO)C[C@@H]2C)cc1,5,.
CNC[C@H]1Oc2cc(C#Cc3ccc(F)cc3)ccc2S(=O)(=O)N([C@@H](C)CO)C[C@H]1C,.,-41
CNC[C@@H]1Oc2ncc(-c3cncnc3)cc2C(=O)N([C@@H](C)CO)C[C@H]1C,.,9
COc1ccc(CN(C)C[C@@H]2Oc3c(NC(=O)c4ccc(-c5nccs5)cc4)cccc3C(=O)N([C@H](C)CO)C[C@H]2C)cc1,.,-14
C[C@@H]1CN([C@H](C)CO)C(=O)Cc2cc(NC(=O)Nc3cccc4ccccc34)ccc2O[C@H]1CN(C)S(=O)(=O)c1ccc(F)cc1,2,.
CC(C)c1ccc(NC(=O)CSCc2csc3ccccc23)cc1,.,11
C[C@@H]1CN([C@@H](C)CO)C(=O)CCCn2cc(nn2)CO[C@H]1CN(C)S(=O)(=O)c1ccc(Oc2ccccc2)nc1,2,-1
Cn1c(Cc2csc(N)n2)nnc1SC/C=C/c1ccccc1,1,1
COc1ccc(NC(=O)N(C)C[C@H]2Oc3ccc(NS(=O)(=O)c4ccccc4)cc3CC(=O)N([C@H](C)CO)C[C@H]2C)cc1,-2,.
C[C@@H]1CN([C@H](C)CO)C(=O)Cc2cc(NC(=O)Cn3cnnn3)ccc2O[C@@H]1CN(C)S(=O)(=O)c1cn(C)cn1,2,.
O=c1[nH]c2nonc2nc1/C=C(\O)c1ccccc1,.,39
CC(C)OC(=O)N(C)C[C@H]1OCc2cnnn2CCCC(=O)N([C@H](C)CO)C[C@@H]1C,1,.
Cc1noc(C)c1NC(=O)N(C)C[C@@H]1Oc2c(cccc2N(C)C)C(=O)N([C@@H](C)CO)C[C@@H]1C,.,2
CCN(CC)CCNc1ncnc2scc(-c3ccc(F)cc3)c12,0,-7
C[C@H]1CN([C@@H](C)CO)C(=O)c2cc(NC(=O)Nc3ccc4c(c3)OCO4)ccc2O[C@H]1CN(C)C,1,-3
CC(=O)Nc1cccc(NC(=O)CNc2ccc(C(F)(F)F)cc2[N+](=O)[O-])c1,4,-13
COc1ccc(CN(C)C[C@H]2Oc3ccc(NC(=O)c4ccncc4)cc3CC(=O)N([C@H](C)CO)C[C@H]2C)cc1,.,13
Cc1cc(O)c(Cc2c(O)cc(C)oc2=O)c(=O)o1,-1,-3
C[C@H](CO)N1C[C@H](C)[C@H](CN(C)Cc2ccc(F)cc2)Oc2ncc(-c3ccccc3)cc2C1=O,3,.
C[C@H](O)C#Cc1ccc2c(c1)O[C@H](CN(C)Cc1cccnc1)[C@H](C)CN([C@H](C)CO)S2(=O)=O,.,0
O=C(c1ccccc1)c1ccc(OCC(O)Cn2cnc3ccccc32)cc1 (configuration not stated),-4,-14

# Molecules listed so far that have a thiophene ring, fused or not:
SMILES,STK33 kin inh,p53 PUMA act
CSc1sc(C#N)c(C)c1C(=O)/C=C/N(C)C,1,.
Cc1cc(C(=O)Nc2cccc3c2O[C@H](CN(C)S(=O)(=O)c2cccs2)[C@@H](C)CN([C@@H](C)CO)C3=O)n(C)n1,.,-1
C[C@@H]1CN([C@@H](C)CO)C(=O)Cc2cc(NC(=O)Nc3ccc(F)cc3)ccc2O[C@@H]1CN(C)S(=O)(=O)c1cccs1,1,-2
C[C@@H]1CN([C@H](C)CO)C(=O)c2cc(NS(C)(=O)=O)ccc2O[C@@H](C)CCCCO[C@@H]1CN(C)S(=O)(=O)c1cccs1,.,-8
CCn1c(SCC(=O)Nc2cccc(OC)c2)nc2scc(-c3ccccc3)c2c1=O,0,-16
CC(C)c1ccc(NC(=O)CSCc2csc3ccccc23)cc1,.,11
CCN(CC)CCNc1ncnc2scc(-c3ccc(F)cc3)c12,0,-7
